NCI-60 one-dose screen, 48 h, at 10 µM unless noted. Numbers give growth in % (100 = growth as untreated, 0 = no growth, -100 = all killed).
HL-60(TB): HL-60(TB) leukemia cells; 78,000 compounds, 9% hits; AID 1794776; active = growth percent below 10
* = called active by the depositor; & = joins results of further samples; [ ] = another dose, or the depositor's remark. An excerpt; count on the stated rates, not on these rows.

| mol | HL-60(TB) |
| --- | --- |
| O=CN/N=C/c1ccc(Cl)c([N+](=O)[O-])c1 | 11 |
| CC(=O)N(C)c1cccc(C)c1 | 69 |
| COc1ccc(OC2=CC(=O)c3ccc(C)nc3C2=O)cc1 | 52 |
| CCOC(=O)c1c2c(n(-c3ccc([N+](=O)[O-])cc3)c1-c1ccccc1)C=CCC2 | 60 |
| CCOC(=O)C1=C(Nc2ccc(Br)cc2)C(=O)N(CC)C1 | 104 |
| Cc1ccc(C2CC2Cc2ccc(F)cc2)cc1 (stereo unspecified) | 110 |
| C=C(C)[C@@H]1CC[C@]2(C(=O)NCCCCCCN(CCCN)CCCN)CC[C@]3(C)[C@H](CC[C@@H]4[C@@]5(C)CC[C@H](O)C(C)(C)[C@@H]5CC[C@]43C)[C@@H]12 | 61[100 µM] |
| CN1C(=O)N2CN(CC3CC3)CN3C(=S)NC1C23 (stereo unspecified) | 84 |
| COC(=O)[C@H](c1ccccc1Cl)N1CCc2sccc2C1 | 102&111 |
| CCN(CC)C(=O)C(c1ccccc1)S(=O)(=O)N1CCOCC1 (stereo unspecified) | 113&88 |
| c1coc(CNc2cc(Nc3ccc(OCCN4CCCC4)cc3)ncn2)c1 | 94 |
| c1ccc(CNc2ncn[nH]2)cc1 | 121 |
| O=C(NN1C(=O)CSC1c1ccc(Cl)cc1)c1ccc(NC(=O)c2ccccn2)cc1 (stereo unspecified) | 97 |
| Cc1c(-c2ccc(C3CCCCC3)cc2)nc2ccc(F)cc2c1C(=O)O | 25 |
| CCCC(OC(C[N+](=O)[O-])C(Cl)(Cl)Cl)c1ccccc1 (stereo unspecified) | 104 |

(list continues)
| mol | HL-60(TB) |
| --- | --- |
| CC(NC(=O)c1ccccc1)C(=O)O (stereo unspecified) | 104 |
| Cn1c(=O)c2c(nc3n(-c4ccc(F)cc4)c(Sc4nc(-c5ccccc5)c(C#N)c(=O)[nH]4)cn23)n(C)c1=O | 94 |
| N#Cc1c(-c2cccnc2)cc(-c2ccc3ccccc3c2)[nH]c1=O | 73 |
| CCOC(=O)CN1C(=O)C(=O)c2ccccc21 | 104 |
| Clc1ccc(-c2nc(CSc3ccccn3)cs2)cc1 | 104 |
| O=C(CN1C(=O)c2ccccc2C1=O)Nc1ccccc1 | 107 |
| CC1=C(C)C(=O)C(Nc2ccccc2)=C(Cl)C1=O | 46 |
| OC1(c2ccccc2F)c2ccccc2C2=NCCN21 (stereo unspecified) | 84 |
| O=C1Nc2ccccc2/C1=C\c1c[nH]c2ccc(F)cc12 | 77 |
| C1CC2CCC1CNC2 | 90 |
| CCCCOC(=O)C(N)Cc1ccc(OC)cc1 (stereo unspecified) | 109 |
| CCCCCCCCCCCCN(C)CCCCCCCCCCCC | 91 |
| COc1ccc(S(=O)(=O)NCCCNc2nccc(-c3c(-c4cccc(N)c4)nc4sccn34)n2)cc1 | 112 |
| Cc1ccc([N+](=O)[O-])cc1Br | 81 |
| Nn1c(-c2ccc(Cl)cc2)nc2c(-c3ccc(Cl)cc3)nc3ccc(Cl)cc3c2c1=O | 43 |

Some of these compounds in order of length of the SMILES, high to low.
| mol | HL-60(TB) |
| --- | --- |
| Cn1c(=O)c2c(nc3n(-c4ccc(F)cc4)c(Sc4nc(-c5ccccc5)c(C#N)c(=O)[nH]4)cn23)n(C)c1=O | 94 |
| c1coc(CNc2cc(Nc3ccc(OCCN4CCCC4)cc3)ncn2)c1 | 94 |
| CC1=C(C)C(=O)C(Nc2ccccc2)=C(Cl)C1=O | 46 |
| c1ccc(CNc2ncn[nH]2)cc1 | 121 |

Going on with the list.
| mol | HL-60(TB) |
| --- | --- |
| Cc1c(NCC(=O)Nc2nc3ccccc3[nH]2)c(=O)n(-c2ccccc2)n1C | 99 |
| COc1cccc(/C=C2\N=C(C)N(CCc3ccc(S(N)(=O)=O)cc3)C2=O)c1 | 89 |
| O=c1oc2ccc(Br)cc2cc1-c1csc(N=Nc2c(O)[nH]c3ccc(Br)cc23)n1 | 119 |
| Nc1c(C(=O)O)nnn1Cc1ccccc1 | 17 |
| CCc1ccc(NC(=O)Cn2cc(CN3C(=O)c4ccccc4S3(=O)=O)nn2)cc1 | 97 |
| COCOc1cc2c(=O)c(C)c(C(=O)N[C@@H](Cc3ccccc3)C(O)C(=O)NCc3ccccc3)oc2cc1OC (stereo partly specified) | 99 |
| Cc1ccc2oc(=O)cc(-c3nnc(N)o3)c2c1 | 91 |
| N#Cc1cnn(C(=O)c2ccccc2Br)c1NC(=O)c1ccc(Br)cc1 | 106 |
| CCOC(=O)C1(C(=O)OCC)C(C(=O)c2ccccc2)C1c1ccccc1 (stereo unspecified) | 86 |
| Cc1cccc(OCCCCCl)c1 | 111 |
| CN1CCN(c2ccc(Nc3ncc4[nH]c(=O)n(Cc5ccccc5N)c4n3)cc2)CC1 | 97 |
| O=c1cc(Cn2cc(CSc3nc4ccccc4o3)nn2)c2ccccc2o1 | 105 |
| c1ccc2cc(Cn3cc(CSc4nc5ccccc5s4)nn3)ccc2c1 | 102 |
| C/C(=C(/c1ccccc1)c1ccc(OCC(O)CNCCN2CCOCC2)cc1)c1ccccc1 (stereo unspecified) | 29 |
| COc1ccc(-c2nc(SCC(=O)c3ccc(C#N)cc3)[nH]c(=O)c2C#N)cc1 | 90 |

Looked up by compound from the entries so far, two records:
| mol | HL-60(TB) |
| --- | --- |
| COC(=O)[C@H](c1ccccc1Cl)N1CCc2sccc2C1 | 102&111 |
| CC(=O)N(C)c1cccc(C)c1 | 69 |

(next part)
| mol | HL-60(TB) |
| --- | --- |
| CC(=O)OC[C@H]1O[C@@H](n2c(=O)cc(N)[nH]c2=O)C(OC(C)=O)[C@@H]1OC(C)=O (stereo partly specified) | 107 |
| COc1ccc(OC)c(NC(=O)SC(C)C)c1 | 101 |
| COc1ccc(-n2cnc3c(oc4ncccc43)c2=O)cc1 | 96 |
| C/C(=N\n1c(N)nc2n[nH]c(N)c2c1=O)c1ccccc1 | 95 |
| CCc1c(C(=O)N[C@@H](CO)Cc2ccccc2)[nH]c2ccc(C(F)(F)F)cc12 | 72 |
| CN(C)C(=O)Oc1ccc(Br)cc1 | 102 |
| Cc1cc(=O)oc2cc(O)c(O)cc12 | 91 |
| CN1C(=O)C(Nc2ccc(C(=O)Nc3ccc(Cl)cc3)cc2)=C(c2ccc(Cl)cc2)C1=O | 59 |
| C[C@H](NC(CCc1ccccc1)C(=O)O)C(=O)N1CCC[C@H]1C(=O)O (stereo partly specified) | 80 |
| CCN=Cc1c(O)c(O)c(C(C)C)c2cc(C)c(-c3c(C)cc4c(C(C)C)c(O)c(O)c(C=NCC)c4c3O)c(O)c12 | 27 |
| COC(=O)c1cc2c3c(cc(O)c2[nH]1)N(C(=O)C1Cc2cc(OC)c(OC)c(OC)c2N1)CC3CCl (stereo unspecified) | -5.8* |
| COc1ccc(-c2nc3cc(C)ccc3n2CC(=O)N=Nc2c(O)[nH]c3ccc(Cl)cc23)cc1 | 41 |
| CCOC(=O)c1c2c(n3c1NCC3)-c1ccccc1C2=O | 87 |
| COc1ccc(CNc2ccc(NC(=O)c3cc(OC)cc(OC)c3)cn2)cc1 | 104 |
| COc1ccc2[nH]c(=O)c(CSc3ccccc3Nc3nccc(-c4ccc(C(F)(F)F)cc4)n3)cc2c1 | 1.9* |

Later entries.
| mol | HL-60(TB) |
| --- | --- |
| O=C(CCC(=O)Nc1ccc(S(=O)(=O)N2CCOCC2)cc1)NCc1ccccc1 | 103 |
| Cc1csc(NC(=O)c2sc3nc(-c4cccs4)ccc3c2N)n1 | 105 |
| COc1ccc(-c2cc(-c3nnc(/C=C/c4cc(OC)c(OC)c(OC)c4)o3)[nH]n2)cc1 | 88 |
| COC(=O)[C@@]1(/C=C/c2ccccc2)C(=O)N(c2ccc(OC)cc2)[C@@]1(C(=O)OC)c1ccc(OC)cc1 | 95 |
| CN1C(=O)N(C)C2C1NC(=O)N2/N=C/C=C/c1ccccc1[N+](=O)[O-] (stereo unspecified) | 95 |
| N#CCCN(C(=S)Nc1ccc(Cl)c(Cl)c1)C1CCCCC1 | 90 |
| O=C1c2ccccc2C(=O)C1c1ccc2ccccc2n1 | 84 |
| C[C@H]1[C@H](C)CC[C@]2(C(=O)OCCOCCOCC[P+](c3ccccc3)(c3ccccc3)c3ccccc3)CC[C@]3(C)C(=CC[C@@H]4[C@@]5(C)CC[C@H](OC(=O)C(Cl)Cl)C(C)(C)[C@@H]5CC[C@]43C)[C@H]12 | -48* |
| O=C(O)c1ccc(C(=O)c2cc([N+](=O)[O-])cc([N+](=O)[O-])c2)cc1 | 106 |
| CSc1ncnc(SC)c1Cl | 69 |
| O=C1CSC(=Nc2ccccc2F)N1 | 100 |
| CCCC(=O)O[C@]1(C(=O)CO)CCC2[C@@H]3CCC4=CC(=O)CC[C@]4(C)C3[C@@H](O)C[C@@]21C (stereo partly specified) | 107 |
| CC1CC(=O)C2=C(C1)Nc1ccc(Br)cc1CC2c1c[nH]c2ccc(Br)cc12 (stereo unspecified) | 21 |
| C[n+]1c2ccccc2c(Nc2ccc(N3CCCCC3)cc2)c2[nH]c3ccccc3c21 | -56* |
| CC(=O)/C(C)=N/O | 101 |

The listing continues:
| mol | HL-60(TB) |
| --- | --- |
| Nc1nc(-c2cccc(Cl)c2)cc(-c2cc3cc(Br)ccc3oc2=O)n1 | 75 |
| O=C(c1ccc2ccccc2c1)c1nn(-c2ccccc2)c2nc3nc(-c4cc5ccccc5o4)cc(-c4c[nH]c5ccccc45)c3c(=O)n12 | 81 |
| C=C1C(=O)O[C@H]2[C@H]1CC/C(COC(=O)NCc1c[nH]c3ccccc13)=C\CC[C@@]1(C)O[C@@H]21 | -47* |
| Cc1cccc2cc(-c3cc(-c4ccccc4)nc(N)n3)c(Cl)nc12 | 89 |
| COc1cc(/C=C/C(=O)/C=C/c2ccc(-n3ccnc3C)cc2)ccc1O | 50 |
| CC(C)(C)C(=O)CC(c1ccccc1)c1ccccc1 | 112 |
| O=C(O)CCc1ccc(O)c(O)c1 | 97 |
| O=C1N=C(N2CCCCC2)S/C1=C\c1cn(-c2ccccc2)nc1-c1ccccc1 | 106 |
| CNC(=O)c1cc(N2CCc3cc(NC(=O)Nc4ccc(N5CCOCC5)c(C(F)(F)F)c4)ccc32)ccn1 | 13 |
| COc1ccc2c(O)c(/C=C3\N=Nc4nc(C)ccc43)oc2c1CC1CCNCC1 | 94 |
| N#CC1=C(N)Oc2cc(N)ccc2C1c1cc2ccccc2n2nnnc12 (stereo unspecified) | 89 |
| CN(C)C(=S)SCCCCCC(=O)O | 99 |
| CCCn1c(=O)[nH]c2c(c1=O)C(c1cccc(OC)c1)c1c([nH]c(=O)n(CCC)c1=O)N2 | 100 |
| CNCCCNc1ccnc2cc(Cl)ccc12 | -25* |
| COC(=O)C(N)CCCCNC(c1ccccc1)(c1ccccc1)c1ccccc1 (stereo unspecified) | 90 |

Following part
| mol | HL-60(TB) |
| --- | --- |
| COc1cccc(/C=C2\COc3ccc(O)c(O)c3C2=O)c1 | -20* |
| CC(=O)C(=O)NCCCCCC(=O)Nc1ccccc1 | 101 |
| C#C[C@]1(O)CC[C@H]2[C@@H]3CC=C4c5sc(Nc6ccc(C(F)(F)F)cn6)nc5CC[C@]4(C)[C@H]3CC[C@@]21C | 1.3* |
| Nc1nonc1-n1nncc1-c1ccncc1 | 104 |
| O=[N+]([O-])c1cc(/C=N/Nc2nc(N/N=C/c3ccc(Cl)c([N+](=O)[O-])c3)nc(N3CCOCC3)n2)ccc1Cl | 86 |
| CN1CCN(/N=C/c2cn(-c3ccc(C(=O)O)cc3)nc2-c2ccccc2)CC1 | 112 |
| COc1nc2ccc(OC(C)C)cc2cc1-c1nc2c(cnn2-c2ccccc2)c(=O)[nH]1 | 104 |
| O=C(CSc1nc2c(c(=O)[nH]1)CCCC2)NNC(=O)c1ccccc1Cl | 99 |
| S=C(N/N=C/c1ccccc1SSc1ccccc1/C=N/NC(=S)Nc1ccccc1)Nc1ccccc1 | 80 |
| CCCCCCCCCCCCCCCCCCNCc1ccc(Cl)cc1 | -66* |
| O=C1C(N2CCN(c3ccccc3)CC2)=C(Cl)C(=O)c2ncccc21 | 4.3* |
| O=c1oc2c(Br)cc(Br)cc2cc1-c1cs/c(=N/N=C\c2ccc(Cl)cc2)n1/N=C/c1ccc(Cl)cc1 | 92 |
| Cn1c(=O)c2c(nc(NN)n2C)n(C)c1=O | 114 |
| O=C1/C(=C/c2cc(Cl)cc(Cl)c2)Cc2c(F)cc(Br)cc21 | 93 |
| N=S(=O)(NC(=O)c1ccc(Cl)cc1Cl)c1ccc(Br)s1 (stereo unspecified) | 97 |

Next results:
| mol | HL-60(TB) |
| --- | --- |
| O=C(CCc1ccc(O)cc1)N/N=C/c1cc(Br)ccc1O | -6.3* |
| CCN1C(=O)/C(=c2\sc3n(c2=O)C2C(NN=3)N(CC)C(=O)N2CC)c2ccccc21 (stereo unspecified) | -29* |
| O=c1[nH][n+](-c2nonc2-c2ccccc2F)no1 | 101 |
| CCOC(=O)c1csc(NC(=O)c2ccc(NCc3ccccc3)c([N+](=O)[O-])c2)n1 | 96 |
| CNC1(c2ccccc2Cl)CCCCC1=O (stereo unspecified) | 108 |
| S=c1[nH]nc(Cc2ccccc2)c(=S)[nH]1 | 99 |
| COc1ccc(C(=S)c2cc(OC)c(OC)c(OC)c2)cc1OC(=O)CCl | -33* |
| CCN(C)S(=O)(=O)Nc1cccc(Nc2ncnc3cc(NC(=O)CCl)ccc23)c1Cl | 4.4* |
| CC(=O)Nc1ccc(NC(=O)c2ccc([As](O)O)cc2)cc1 | 44 |
| C/C(C(=O)O)=C(/Cl)c1c(C)cc(C)c(Br)c1C | 99 |
| Oc1cccc(-c2ccccc2)c1 | 150 |
| COc1ccc(Nc2n[nH]c(-c3cccs3)c2C#N)cc1 | 86 |
| COc1ccc(N=Nc2c(N)nn3c2ncc2c(=O)n(N)c(NN)nc23)cc1 | 107 |
| CC1OC(OCC2OC(Oc3c(-c4ccc(O)c(O)c4)oc4cc(O)cc(O)c4c3=O)C(O)C(O)C2O)C(O)C(O)C1O (stereo unspecified) | 107&101 |
| COc1ccccc1/C=N/N=C1c2ccccc2-c2ccccc21 | 85 |

(more compounds)
| mol | HL-60(TB) |
| --- | --- |
| N[C@@H](Cc1ccc(O)c(O)c1)C(=O)O | 86 |
| N#C/C(=C\NC(=S)Nc1ccc(S(=O)(=O)Nc2ccccn2)cc1)C(N)=O | 102 |
| CCCNCC(O)CNc1ccc(Cl)cc1 (stereo unspecified) | 112 |
| CC(C)CC(C)OC(=O)Cc1ccccc1 (stereo unspecified) | 106 |
